TrxR1 inh – inhibitors of rat thioredoxin reductase 1; O89049; recombinant rTrxR1, NADPH fluorescence consumption, selenite substrate; Potency, µM (top dose mostly 114 µM), for inactives: at the top dose activity change, negative = inhibition, actives largely listed as inhibitors; 390,000 compounds, 1% hits; note: potency is the fitted concentration of half-maximal effect; % is set by controls: 0 for no effect and ±100 for the full control effect; nearly all actives have a fitted effect of over 65% in size
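Rat TrxR1 (90 nM in the dispensed reagent) was pre-reduced with 400 uM NADPH for 5 min at room temperature, then incubated with compound for 15 min. After 400 uM selenite was added, NADPH fluorescence (Ex 340/Em 450 nm) was followed for 8 min.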
TRHR enhancer – allosteric enhancers of human TRH receptor | 360,000 compounds, 0.66% hits | AID 493056 | TRHR cells, fluo-8 calcium fluorescence, EC20 TRH enhancement | enhancement, % at 2 µM | P34981; in the data active = enhancement above about 30%; note: 0% is about no effect
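TRHR-expressing cells loaded with fluo-8 calcium dye were read kinetically (ex 480/em 530) during compound addition, then stimulated with an EC20 of TRH (10 nM final). Enhancement of the Gq-mediated intracellular calcium response was scored.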
D2 antagonist – antagonizes the human D2 dopamine receptor; 340,000 compounds, 2% hits; HEK293 TREx D2 cells, calcium flux, dopamine EC80; P14416; inhibition, % at 10 µM; in the data active = inhibition above about 30%; note: 0% is about no effect
Target sequence (P14416 whole entry, looked up): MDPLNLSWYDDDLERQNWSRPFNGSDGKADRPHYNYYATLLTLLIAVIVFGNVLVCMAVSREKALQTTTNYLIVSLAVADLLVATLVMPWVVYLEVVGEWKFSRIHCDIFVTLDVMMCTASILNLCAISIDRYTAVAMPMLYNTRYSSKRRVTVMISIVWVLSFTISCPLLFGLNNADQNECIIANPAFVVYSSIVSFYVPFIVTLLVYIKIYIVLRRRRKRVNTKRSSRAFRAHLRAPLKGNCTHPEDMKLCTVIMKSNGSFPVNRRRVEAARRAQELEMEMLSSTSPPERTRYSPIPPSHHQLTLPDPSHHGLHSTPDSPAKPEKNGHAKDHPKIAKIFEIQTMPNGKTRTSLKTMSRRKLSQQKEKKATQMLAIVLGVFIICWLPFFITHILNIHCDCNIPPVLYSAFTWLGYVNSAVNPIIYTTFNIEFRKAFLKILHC
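Dopamine at EC80 is the agonist stimulus; test compounds precede it by 180 s. Calcium flux read kinetically in a force-coupled, inducible HEK293 T-REx D2 cell line.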
TrxR1 substrate – rat thioredoxin reductase 1 substrate activity; O89049; purified TrxR1 substrate turnover, NADPH consumption readout; Potency, µM (doses to about 114 µM), for inactives: at the highest dose activity change, negative = substrate turnover; 390,000 compounds, 0.01% hits; note: potency is the fitted concentration of half-maximal effect; % is set by controls: 0 for no effect and ±100 for the full control effect; nearly all actives have a fitted effect of over 50% in size
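Rat TrxR1, dispensed at 90 nM, was prereduced with 400 uM NADPH (final) for 5 min at ~22 deg C, then incubated with compound 15 min before 400 uM selenite. A first-read NADPH fluorescence drop versus no-compound background flagged substrates.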
Pin1 inh – blocks the human prolyl isomerase Pin1. Q13526. Pin1 FP peptide displacement, HiFluor488, 10 min. Potency, µM (doses to about 115 µM), without a hit: top-dose activity, negative = inhibition, most hits filed as inhibitors. 390,000 compounds, 0.009% hits; active = well fitted inhibition curve with a large enough effect in the polarisation, with a control signal flat, not every such curve was filed as active; inconclusive = small, poorly fitted or top-dose-only effect, or effect the other way, or a change in a side signal; inactive = no such curve, though single readings can be large or run the other way; the % refers to the polarisation; note: potency is the fitted concentration of half-maximal effect; % is set by controls: 0 for no effect and ±100 for the full control effect
Target sequence (Q13526 whole entry, looked up): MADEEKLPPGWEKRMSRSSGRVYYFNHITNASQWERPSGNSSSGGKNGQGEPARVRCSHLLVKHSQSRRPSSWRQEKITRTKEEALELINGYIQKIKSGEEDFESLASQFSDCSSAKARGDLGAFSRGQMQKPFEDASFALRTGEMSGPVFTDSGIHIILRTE
TRHR agonist – agonists of human TRH receptor; AID 493084; 360,000 compounds, 0.18% hits; activation, % at 2 µM; TRHR cells, calcium flux fluo-8, FDSS agonist mode; P34981; in the data active = activation above about 30%; note: 0% is about no effect
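In this calcium-flux screen, cells bearing human TRHR are dye-loaded with fluo-8, baselined for 10 cycles, then exposed to library compounds; positive kinetic calcium responses during the agonist phase mark hits, with TRH as control.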
D2 agonist – D2 dopamine receptor (human) agonism | P14416 | HEK293 T-REx D2 cells, calcium flux agonist mode | activation, % at 2 µM | 340,000 compounds, 0.53% hits | AID 485358;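 active = activation over 3 SD above normal in the single-dose calcium agonist read, cut at about 30% in these data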; note: 0% is about no effect
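Tetracycline-induced HEK293 Trex cells with D2 receptor force-coupled to calcium signaling, plated overnight at 30 C and loaded with no-wash calcium dye. Calcium flux read kinetically for 180 s after compound addition; responses flag agonists.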
mIDH1 inhibitor – blocks human mutant IDH1 R132H enzyme | IDH1-R132H enzyme, NADPH consumption, diaphorase/resazurin fluorescence | 390,000 compounds, 0.093% hits | Potency, µM (series often up to 76.6 µM), for the others: at the highest dose activity change, negative = inhibition, hits mostly inhibitors | O75874; note: potency is the fitted concentration of half-maximal effect; % is set by controls: 0 for no effect and ±100 for the full control effect; nearly all actives have a fitted effect of over 65% in size
Target sequence (O75874 whole entry R132H, stated change not applied): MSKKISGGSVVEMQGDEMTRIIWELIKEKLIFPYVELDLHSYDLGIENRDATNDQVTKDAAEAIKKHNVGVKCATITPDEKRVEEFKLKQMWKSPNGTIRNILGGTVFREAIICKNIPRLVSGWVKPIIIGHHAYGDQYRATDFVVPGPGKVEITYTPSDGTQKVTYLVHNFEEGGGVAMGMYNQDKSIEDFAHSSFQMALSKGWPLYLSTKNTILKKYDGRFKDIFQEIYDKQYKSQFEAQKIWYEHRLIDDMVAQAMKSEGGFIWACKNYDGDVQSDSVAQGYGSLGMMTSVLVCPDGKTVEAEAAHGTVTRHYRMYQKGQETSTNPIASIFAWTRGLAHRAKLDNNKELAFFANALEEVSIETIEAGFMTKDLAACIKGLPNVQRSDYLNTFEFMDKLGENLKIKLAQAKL
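IDH1-R132H (0.5 ug/mL) preincubated 30 min with compound, then NADPH (0.016 mM) and alpha-KG (2 mM) added; 80 min at RT, pH 7.5. Remaining NADPH coupled via diaphorase/resazurin to fluorescence (540/590 nm); concentration-response curves normalized to no-enzyme control.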
USP1 inh – USP1/UAF1 (human) deubiquitinase inhibition; O94782; recombinant USP1/UAF1, Ub-Rhodamine cleavage fluorescence; Potency, µM (titrated, usually from 57.1 µM), for the others: at the highest dose activity change, negative = inhibition, hits mostly inhibitors; 390,000 compounds, 0.23% hits; note: potency is the fitted concentration of half-maximal effect; % is set by controls: 0 for no effect and ±100 for the full control effect; nearly all actives have a fitted effect of over 60% in size; inactives centre near -12
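USP1/UAF1 complex (1 nM) preincubated 15 min at room temperature with compound, then Ub-Rho substrate (150 nM final) added. Kinetic fluorescence at 480/540 nm over 6 reads at 60 s intervals; 50 mM HEPES pH 7.8, 0.5 mM EDTA, 0.1 mg/ml BSA, 1 mM TCEP, 0.01% Tween-20.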
An asterisk follows results filed as active; ? = inconclusive; nt = not tested or not shown; & = joins results of further samples; [ ] = dose if it differs, or a comment. Unless noted, calls come from the whole dose curve; as a rule, active = well fitted inhibition curve with a large enough effect; inconclusive = small, poorly fitted or top-dose-only effect; inactive = no such curve, though single readings can be large or run the other way. The list is partial (hit frequency here may not be typical).

SMILES	TrxR1 inh	TRHR enhancer	D2 antagonist	TrxR1 substrate	Pin1 inh	TRHR agonist	D2 agonist	mIDH1 inhibitor	USP1 inh
COc1ccccc1N1CCN(C(=O)c2noc(C(C)C)c2[N+](=O)[O-])CC1	-10%	-7	-6	-10%	3%	-0.5	-0.5	-14%	-13%
Cc1ccc2[nH]c(C)c(CC(=O)O)c2c1	-23%	10	5	1%	0%	-0.9	1.0	17%	-3%
C=CC1(C)CN(Cc2ccco2)S(=O)(=O)c2c(F)cccc2O1 (stereo not drawn)	?	nt	nt	2%	8%	nt	nt	-4%	-31%
C[C@H](CO)N1C[C@H](C)[C@@H](CN(C)Cc2ccccc2)Oc2c(NC(=O)c3ccncc3)cccc2C1=O	-10%	nt	nt	-5%	-11%	nt	nt	-8%	-16%
O=C(NNC(=O)c1ccccc1OCc1ccc(F)cc1)c1ccccc1O	-8%	-1	-3	-6%	5%	0.1	-0.4	34%[activator]	-13%
NS(=O)(=O)c1ccc(CCNC(=O)CC(c2ccccc2)c2ccccc2)cc1	16%[57.1 µM]	-9	7	-12%	6%	-0.5	-0.9	5%	-5%
Cc1ccccc1NC(C)C(=O)N/N=C/c1ccccc1OCc1cccc(Br)c1 (stereo not drawn)	15%	-3	17	2%	3%	0.9	0.1	-1%	-8%
Cc1ccc(-c2nc(-c3cccnc3)no2)c(C)c1	19%[57.1 µM]	13	3	15%[57.1 µM]	-1%	0.0	0.0	-2%	-4%
NC(=O)CC(NC(=O)Cc1cccc2ccccc12)c1ccc(NC2CCCCCCC2)c([N+](=O)[O-])c1 (stereo not drawn)	-11%	3	-29	-6%	?	0.2	0.3	-6%	?
Cc1ccc(-c2nnc3ccc(SCC(=O)Nc4cc(C)on4)nn23)cc1	17%[57.1 µM]	1	-12	20%[57.1 µM]	0%	0.3	1.0	1%	-15%
CCc1cccc(N(CC(=O)NC2CCCCC2)C(=O)c2csnn2)c1	17%[57.1 µM]	-1	6	7%[57.1 µM]	1%	0.2	0.5	3%	-18%
Cc1ccc(C(=O)/C=C/Nc2ccc([N+](=O)[O-])cc2Br)cc1	5%[57.1 µM]	-1	-9	5%[57.1 µM]	-4%	-1.4	0.5	1%	-2%
O=c1c2ccccc2sc2nc(CCl)nn12	?	nt	nt	5%	-10%	nt	nt	1%	-13%
C=CCn1c(SCC(=O)N2CCc3ccccc3C2)nc2sc(CC)cc2c1=O	5%[57.1 µM]	-4	6	11%[57.1 µM]	-5%	-0.2	0.0	?	-10%
O=C(NNC(=O)c1ccc(F)cc1)C(=O)N1CCCCC1	3%	5	-16	7%	-4%	0.6	-0.3	-3%	-2%
Cc1nn(C)c(C)c1C(=O)NN	13%	1	nt	4%	-1%	0.1	nt	8%	-5%
O=C(CNc1ccc(F)cc1)N/N=C/c1c(O)ccc2ccccc12	17%	-2	8	4%	14%	0.5	-0.6	1%	?
O=C(Nc1ccccc1)C1=C[C@@H](C2CCCCC2)C[C@@H](OCCCCO)O1	5%	-5	nt	-6%	0%	-0.4	nt	7%	-20%
CNC(=O)C1CC(=O)N(c2ccc(F)c(Cl)c2)C1 (stereo not drawn)	19%[57.1 µM]	-1	20	13%[57.1 µM]	0%	0.1	-0.9	9%	0%
CCCCCCN1C=CC(=C/C=C(\C#N)C(=O)OCC)C=C1	-12%	31*	8	-12%	?	165*	43*	-2%	68%[activator]
CCOC(=O)c1ccc(C(=O)OCC)c(NC(=S)Nc2ccc([N+](=O)[O-])cc2OC)c1	?	-3	nt	97%[activator]	-4%	-1.1	nt	2%	-23%
Cc1ccc2onc(CC(=O)N3CCN(c4cccc(C)c4C)CC3)c2c1	10%[11.4 µM]	3	nt	9%[11.4 µM]	1%	0.3	0.2	13%	-14%
O=C(COC(=O)c1c(F)cccc1F)NCCNC(=O)COC(=O)c1c(F)cccc1F	18%[57.1 µM]	14	13	-9%	-14%	-0.7	0.5	0%	-10%
COc1cc(/C=C/C(=O)OCC(=O)N(CC(C)C)c2c(N)n(Cc3ccccc3)c(=O)[nH]c2=O)ccc1O	-2%	nt	nt	8%	0%	nt	nt	-6%	-18%
COc1ccc(NC(=O)C2CCCN(S(=O)(=O)c3ccccc3)C2)c(OC)c1 (stereo not drawn)	14%	33*	-6	0%	-8%	-1.1	-0.4	-1%	-22%
CN(Cc1ccccc1)S(=O)(=O)c1cc(Br)cc2c1N(C(=O)C1CC1)CC2	17%	-4	nt	3%[2.29 µM]	14%	-0.1	-0.5	-5%	?
Cc1ccc(S(=O)(=O)CCC(=O)OC2CC(C)OC2=O)cc1 (stereo not drawn)	20%	nt	nt	2%	-1%	nt	nt	-10%	-19%
Cc1nn(-c2ccccc2)c2nc(-c3cccs3)cc(C(=O)NN)c12	12%	-2	0	2%	6%	2.0	1.4	52µM*	-25%
CCOC(=O)N1CCC(N2CCCC(CO)(Cc3cccc(Cl)c3)C2)CC1 (stereo not drawn)	19%[57.1 µM]	-5	-10	-6%[57.1 µM]	20%	0.8	-0.3	4%	-17%
Cc1nn2cc(-c3ncc(C(F)(F)F)cc3Cl)cnc2c1Br	25%[57.1 µM]	11	11	5%[57.1 µM]	8%	0.2	0.2	-1%	-12%
COCCn1c(SCC(=O)Nc2cccc(OC)c2)nnc1-c1ccc(Cl)cc1	-4%	-1	-3	3%	5%	-0.8	-1.2	9%	-17%
COc1ccc(CCN2C(=O)N(c3ccc(F)cc3)C(=O)C2CC(=O)Nc2ccccc2)cc1OC (stereo not drawn)	1%	-3	nt	-7%	1%	0.0	nt	0%	-27%
COc1ccccc1N1CC(C(=O)Nc2ccc(N3CCOCC3)cc2)CC1=O (stereo not drawn)	25%	1	23	1%	-2%	1.2	0.6	-6%	-8%
O=C(Nc1ccc(S(=O)(=O)N2CCC(c3nc4ccccc4s3)CC2)cc1)c1ccccc1	0%	-8	nt	-3%	-8%	0.2	2.3	13%	-6%
Cc1ccccc1Cc1c(C)nc2nc(SCC(=O)NCCCN3CCCC3)nn2c1C	9%	-4	4	3%	-2%	-0.4	0.3	-1%	?
COC(=O)c1ccc(NC(=O)C2C3CCC(C3)C2C(=O)O)cc1 (stereo not drawn)	4%[57.1 µM]	4	8	6%[57.1 µM]	5%	0.8	-0.5	-1%	1%
CCN(CC)CCNC(=O)c1cn(CC)c2ccc(S(=O)(=O)N3CCOCC3)cc2c1=O	5%&2%	-7&10	-6	-8%&0%	-4%&-6%	0.0&0.7	-0.8&0.3	2%&0%	-9%&-16%
Cc1c(C(=O)Nc2ccccc2Br)oc2ccc(S(=O)(=O)N3CCCCC3)cc12	10%[57.1 µM]	0	nt	-1%[57.1 µM]	-3%	-0.3	0.6	3%	?
O=C(CCc1ccccc1)Nc1cc2c3c(c1)CC(=O)N3CCC2	5%	-4	-2	0%	1%	-0.2	-0.1	2%	-12%
O=C(Nc1ccccc1F)c1ccc(Cn2cc(Br)cn2)cc1	26%	1	6	8%	11%	-0.4	0.6	5%	-8%
Cc1ccc(C(C)C)c(OCC(=O)NS(=O)(=O)c2ccc(Cl)cc2)c1	1%	3	12	0%	-2%	-0.5	0.2	-4%	-23%
Cc1cccc(NC(=O)CCCN2C(=O)c3cccc4cccc(c34)C2=O)c1	25%	0	-8	46%[activator]	-3%	0.5	-1.2	7%	-3%
CC(C)c1ccc(NS(=O)(=O)c2ccc3c(c2)NC(=O)CO3)cc1	24%	3	-1	-2%	?	0.0	0.2	-2%	-26%
O=C(N/C(=C\c1ccco1)C(=O)N1CCCCC1)c1ccc([N+](=O)[O-])cc1	-11%	nt	nt	-5%	6%	nt	nt	4%	-16%
Cc1nc2ccc(NC(=S)NC(C)C)cc2nc1C	-16%	1	2	3%	2%	-0.1	0.3	3%	?

Random excerpt: three entries already listed, in no set order.
SMILES	TrxR1 inh	TRHR enhancer	D2 antagonist	TrxR1 substrate	Pin1 inh	TRHR agonist	D2 agonist	mIDH1 inhibitor	USP1 inh
C=CC1(C)CN(Cc2ccco2)S(=O)(=O)c2c(F)cccc2O1 (stereo not drawn)	?	nt	nt	2%	8%	nt	nt	-4%	-31%
NS(=O)(=O)c1ccc(CCNC(=O)CC(c2ccccc2)c2ccccc2)cc1	16%[57.1 µM]	-9	7	-12%	6%	-0.5	-0.9	5%	-5%
O=c1c2ccccc2sc2nc(CCl)nn12	?	nt	nt	5%	-10%	nt	nt	1%	-13%

Next entries:
SMILES	TrxR1 inh	TRHR enhancer	D2 antagonist	TrxR1 substrate	Pin1 inh	TRHR agonist	D2 agonist	mIDH1 inhibitor	USP1 inh
Cc1[nH]c2ccccc2c1/C=C(/C#N)C(=O)NC(C)C	15%	-6	27	2%	3%	0.3	0.6	0%	-7%
COc1ccc(CC(=O)OCC(=O)NC2CCCCC2)cc1	43%[activator]	-3	-11	7%	3%	-0.4	0.6	0%	-19%
CCCNC(=O)C(Cc1ccc(Br)cc1)NC(=O)c1ccc(C#N)cc1 (stereo not drawn)	21%	-5	19	5%	3%	-0.1	-0.2	11%	6%
O=c1[nH]cc([N+](=O)[O-])cc1Br	?	-3	0	-8%	-2%	1.4	0.0	-5%	-13%
CCOC(=O)C1CCCN(C/C(O)=C(\C#N)c2nc(-c3ccccc3)cs2)C1 (stereo not drawn)	3%	-5	20	3%	15%	-0.4	3.0	13%	-7%
CCCCS(=O)CC(O)CSc1nc(-c2ccc(OC)cc2)cc(-c2ccccc2)c1C#N (stereo not drawn)	112%[activator]	2	nt	134%[activator]	4%	1.9	0.1	3%	-30%
O=C1N=NC2=C1c1c3ccccc3c(O)n1CC2	-11%[57.1 µM]	10	-8	-6%[57.1 µM]	-1%	-0.5	1.6	9%	-15%
COc1ccccc1OCCC(=O)OCC(=O)c1c(N)n(C)c(=O)n(C)c1=O	19%[57.1 µM]	-4	-18	-11%[57.1 µM]	-11%	0.0	0.1	10%	-4%
